KLK7 zymogen act – proKLK7 zymogen activators, primary screen, biochemical, fluorescence intensity; purified proKLK7, EDANS-DABCYL substrate fluorescence; 100% is mature enzyme control, 0% vehicle; activation, % at 7 µM; actives 0.9% (n = 370,000); Kallikrein-7 (Homo sapiens), P49862;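 active = activation above the mean of all tested compounds plus 3 SD, computed per campaign excluding outliers beyond control limits, cut at about 13% in these data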
Target sequence (P49862 whole entry, looked up): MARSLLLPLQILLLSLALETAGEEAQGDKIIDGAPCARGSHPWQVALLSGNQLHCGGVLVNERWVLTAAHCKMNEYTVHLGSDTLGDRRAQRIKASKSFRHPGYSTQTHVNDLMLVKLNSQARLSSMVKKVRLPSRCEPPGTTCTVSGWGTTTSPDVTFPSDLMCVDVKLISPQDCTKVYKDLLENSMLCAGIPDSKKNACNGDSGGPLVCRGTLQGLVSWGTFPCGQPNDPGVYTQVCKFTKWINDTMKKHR
sPLA2-III inh – human group III sPLA2 inhibitors, primary screen, biochemical, QFRET, BODIPY PC-A2 liposome substrate. Group 3 secretory phospholipase A2 (Homo sapiens), Q9NZ20. QFRET BODIPY PC-A2 liposome hydrolysis, fluorescence. inhibition, % at 12.2 µM. actives 0.56% (n = 370,000);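 active = inhibition above mean plus 3 SD of compounds lying within the high and low control bounds, cut at about 19% in these data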;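 note: 0% = median of test compound wells and 100% = no enzyme DMSO wells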
NPR1 activator – GC-A stimulated cGMP production enhancers – HEK293 GC-A cells, cGMP TR-FRET, EC30 ANP, primary screen; 0% at EC30 ANP, 100% saturating ANP; actives 0.14% (n = 370,000); Atrial natriuretic peptide receptor 1 (Homo sapiens), P16066; AID 1671463, 2021; activation, % at 10 µM; in the data active = activation above about 40%
GAA850 FXN act – FXN promoter activators, primary screen, cell-based, luciferase luminescence, HEK293 lucGAA850. actives 0.56% (n = 360,000). activation, % at 6 µM. AID 540364, 2011. HEK293 lucGAA850 FXN promoter luciferase reporter, 24 h; percent of 10 µM SAHA response;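 active = activation above the average of all compounds screened plus 3 SD, cutoff fixed separately per campaign, cut at about 7.5% in these data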;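 note: 0% = DMSO wells and 100% = 10 µM SAHA wells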
rCAG RNA binder – binders of r(CAG) RNA repeats, primary screen, biochemical, fluorescence. r(CAG) RNA repeat, TO-PRO-1 dye displacement fluorescence. inhibition, % at 3 µM. actives 1.3% (n = 370,000). AID 651821, 2012;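 active = inhibition above the plate cutoff, the mean of all test compounds on that plate plus 3 SD, cut at about 35% in these data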;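 note: 0% = DMSO alone and 100% = 100 µM mitoxantrone as full dye displacement; higher means more dye released from RNA so lower well fluorescence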
ARFGAP1 inh – inhibitors of rat ARFGAP1 GAP activity, primary screen, biochemical, fluorescence polarization, GDP tracer. ADP-ribosylation factor GTPase-activating protein 1 (Rattus norvegicus), Q62848. inhibition, % at 16.5 µM. actives 0.26% (n = 360,000). Arfgap1-stimulated ARF1 GTP hydrolysis, GDP FP detection;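 active = inhibition above a per-plate limit, mean inhibition of low control wells plus 3 SD, cut at about 25% in these data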;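 note: 0% = DMSO wells with enzyme and 100% = wells lacking Arfgap1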
Target sequence (Q62848 1-136 limits assumed): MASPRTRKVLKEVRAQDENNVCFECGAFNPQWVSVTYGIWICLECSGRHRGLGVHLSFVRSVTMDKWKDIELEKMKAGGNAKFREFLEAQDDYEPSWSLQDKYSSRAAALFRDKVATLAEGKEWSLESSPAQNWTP
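Material: truncated rat Arfgap1 GAP domain; Incubation: compound-enzyme preincubation 20 min, reaction 120 min, detection 60 min, 25 °C; Read-out: percent inhibition of Arfgap1-stimulated GTP hydrolysis; Technique: FP, GDP Alexa 633 tracer displaced from anti-GDP antibody, 620/688 nm; Controls: No-Arfgap1 wells (100%) versus DMSO full-reaction wells (0%); Replication: single well per compound.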
ADAM10 inh – human ADAM10 inhibitors, primary screen, biochemical, QFRET, HTS; Disintegrin and metalloproteinase domain-containing protein 10 (Homo sapiens), O14672; recombinant ADAM10, EDANS/DABCYL FRET peptide cleavage, 3 h; inhibition, % at 7 µM; actives 0.62% (n = 370,000);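 active = inhibition above a per-campaign cutoff equal to the mean of compounds falling between control-based bounds plus 3 SD, cut at about 20% in these data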;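 note: 0% = DMSO wells while the 100% control is not disclosed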
Target sequence (O14672 214-748 limits assumed): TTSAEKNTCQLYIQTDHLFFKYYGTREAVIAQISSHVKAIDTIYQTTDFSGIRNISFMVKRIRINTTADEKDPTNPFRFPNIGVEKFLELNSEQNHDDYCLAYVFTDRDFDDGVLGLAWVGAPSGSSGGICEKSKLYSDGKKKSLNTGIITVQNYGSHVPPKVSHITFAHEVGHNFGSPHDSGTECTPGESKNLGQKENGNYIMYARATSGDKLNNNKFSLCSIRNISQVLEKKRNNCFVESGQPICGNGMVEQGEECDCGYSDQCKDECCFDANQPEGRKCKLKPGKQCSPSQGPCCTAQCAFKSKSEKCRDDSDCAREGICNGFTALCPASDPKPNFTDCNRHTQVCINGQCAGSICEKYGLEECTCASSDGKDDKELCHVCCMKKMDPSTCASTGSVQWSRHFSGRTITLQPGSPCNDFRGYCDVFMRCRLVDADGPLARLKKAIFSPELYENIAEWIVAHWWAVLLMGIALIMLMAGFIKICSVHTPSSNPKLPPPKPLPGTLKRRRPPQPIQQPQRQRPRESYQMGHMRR
Tn6 DDE FP – inhibitors of Tn6 peptide binding to fibrin DD(E), primary screen, biochemical, fluorescence polarization, human fibrin, Tn6 probe | AID 720509, 2013 | inhibition, % at 8.3 µM | Fibrinogen beta chain (Homo sapiens), P02675 | actives 0.21% (n = 370,000) | Fibrin DD(E) TRITC-Tn6 fluorescence polarization displacement;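 active = inhibition above a per-campaign cutoff: mean of compounds within control limits plus 3 SD, cut at about 15% in these data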;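 note: 0% = median of all compound wells on the plate and 100% = blocking peptide control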
ASAP1 GAP inh – inhibitors of human ASAP1 ArfGAP activity, primary screen, biochemical, fluorescence polarization; actives 0.19% (n = 360,000); inhibition, % at 16.5 µM; AID 624377, 2012; ASAP1-stimulated ARF1 GTP hydrolysis, GDP FP detection; Arf-GAP with SH3 domain, ANK repeat and PH domain-containing protein 1 (Homo sapiens), …; in the data active = inhibition above about 25%;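 note: 0% = vehicle with enzyme and substrate and 100% = no enzyme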
NPR2 activator – human GC-B receptor activators, primary screen, HEK293 GC-B cells, cGMP TR-FRET, EC30 CNP; 0% at EC30 CNP, 100% saturating CNP; activation, % at 10 µM; actives 0.11% (n = 370,000);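 active = activation at 10 µM reaching about 35% in either raw or pattern-adjusted values, limit read from the data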
Active calls of the source: *; . = not tested or not shown.

(1) O=C1C2CCCN2C(c2ccc(F)cc2)N1c1cccc(Cl)c1 (stereo not drawn)
(2) O=[N+]([O-])c1ccc(OCCCOc2cccc3cccnc23)cc1
(3) N=c1nc(SCCC(=O)O)ss1
(4) CCCC(=O)N1CCC1(C)C(=O)Nc1cc(C)ccc1C (stereo not drawn)
(5) CCOC(=O)c1ccc2[nH]c3c(c2c1)CCCC3
(6) O=C1CC(Nc2ccccc2)C(=O)N1CCc1ccccc1 (stereo not drawn)
(7) CCOCCCNC(=O)c1ccc(NC(C)=O)cc1
(8) CCN1CCN(CCC(=O)Nc2ccc(F)c(F)c2)CC1
(9) CN(C)c1ccc(/C=N/NC(=O)c2ccccc2O)o1
(10) CC(C)n1nnc(-c2ccc(OCc3ccccc3F)cc2)n1
Compound,1,2,3,4,5,6,7,8,9,10
KLK7 zymogen act,-0.7,0.4,0.4,0.1,6.4,0.0,0.0,0.2,1.1,0.1
sPLA2-III inh,1,-11,2,14,-35,-3,7,2,1,-2
NPR1 activator,-19,-6,0,3,3,1,1,3,1,4
GAA850 FXN act,-0.1,1.9,-8.5,0.6,4.6,1.8,-1.2,1.3,2.6,3.2
rCAG RNA binder,-2,-1,2,-2,2,0,-1,0,16,-4
ARFGAP1 inh,10,-10,-1,4,-4,15,9,-6,-15,2
ADAM10 inh,-11,3,-4,-16,7,0,5,2,-6,0
Tn6 DDE FP,2,1,4,-3,3,3,-4,-2,-3,-3
ASAP1 GAP inh,-6,-6,-7,7,0,-4,-3,-16,2,5
NPR2 activator,-13,0,0,-3,-4,-3,-6,-1,-4,8

(11) COc1cc(CNCc2ccccc2)cc(Cl)c1OC
(12) Cc1ccc(S(=O)(=O)N2CCCCC2)cc1NC(=O)COC(=O)C1=COCCO1
(13) O=C(COC(=O)c1ccc(O)cc1O)NC1CC1
(14) CCOC(=O)c1snc2c(=O)[nH]cnc12
(15) O=S1(=O)CC(O)C(NCCO)C1 (stereo not drawn)
(16) Cc1cc(C)nc(Nc2ccc(N3CCCC3)cc2)n1
(17) NC(=O)c1nsc(C(=O)N(Cc2cccnc2)C(C(=O)NCc2ccccc2)c2ccc(O)cc2)c1N (stereo not drawn)
(18) CCC(CC)C(=O)Nc1cccc(C(=O)Nc2ccc(S(N)(=O)=O)cc2)c1
(19) COc1ccc2[nH]c(=O)c(CN(Cc3cccnc3)C(=O)Nc3ccccc3)cc2c1
(20) CCCCCNC(=O)C(c1ccc(-c2ccccc2)cc1)n1c(=O)c(-c2ccccc2)nc2ccccc21 (stereo not drawn)
Compound,11,12,13,14,15,16,17,18,19,20
KLK7 zymogen act,0.4,-0.4,0.1,-116,-0.2,0.0,3.9,-0.3,2.0,-0.2
sPLA2-III inh,-5,-6,1,1,3,12,-9,-1,2,-1
NPR1 activator,-2,-1,-1,1,-2,-5,2,-3,-3,-1
GAA850 FXN act,1.2,0.1,0.7,1.6,-1.6,2.6,0.2,1.0,-6.4,.
rCAG RNA binder,-4,-2,1,1,-2,-1,1,3,-6,5
ARFGAP1 inh,-6,2,12,-3,3,17,4,7,6,2
ADAM10 inh,1,-3,-7,-382,6,-8,-153,-2,-292,-2
Tn6 DDE FP,-3,-1,8,8,-5,14,-5,-3,0,2
ASAP1 GAP inh,-7,-14,-18,10,1,4,-1,0,6,1
NPR2 activator,-3,1,-3,-3,-2,-1,3,-1,-1,1

(21) CCN(CC)CCC(C)OC(c1ccccc1)c1ccccc1 (stereo not drawn)
(22) COc1cc(C(=O)OCCC(C)C)cc(OC)c1O
(23) O=C(Cc1cccc2ccccc12)Nc1cc(C(=O)O)cc(C(=O)O)c1
(24) O=C(CCNC(=O)c1ccccc1Cl)NCCCSc1ccccc1
(25) Cc1ccc(C(=O)N2CCN(c3ccc(C(F)(F)F)cn3)CC2)c(C)c1
(26) Cc1cc(C)nc(N/N=C/c2ccccc2OCC(=O)O)n1
(27) C=CCNc1nc2ccccc2nc1NS(=O)(=O)c1ccc(Br)cc1
(28) CN1CCN(C(=O)c2cnn3c2NC(c2ccccc2)CC3C(F)(F)F)CC1 (stereo not drawn)
(29) Cc1cccc2sc(NC(=O)CCNS(=O)(=O)c3cccs3)nc12
(30) CCN(CC)c1ccc(NC(=O)CCNS(=O)(=O)c2ccc3c(c2)CCC(=O)N3)c(C)c1
Compound,21,22,23,24,25,26,27,28,29,30
KLK7 zymogen act,-0.5,0.3,-0.3,0.4,-0.2,-0.2,1.4,0.6,0.1,0.1
sPLA2-III inh,2,-15,10,7,-3,10,-36,-1,-29,-3
NPR1 activator,-19,1,2,2,4,-3,1,0,-8,-4
GAA850 FXN act,-3.4,1.4,1.0,0.4,-3.1,1.8,1.6,-0.6,-1.1,0.4
rCAG RNA binder,-6,-4,1,-1,-1,0,49*,-5,6,-3
ARFGAP1 inh,4,-8,-10,-15,3,2,16,4,9,-6
ADAM10 inh,-12,0,-11,-5,-1,3,-28,0,-7,-3
Tn6 DDE FP,-2,3,8,5,3,-3,-8,7,6,-6
ASAP1 GAP inh,6,4,7,3,-3,10,3,-8,20,7
NPR2 activator,-9,0,4,1,0,0,0,-3,-10,1

Among those listed so far, three contain an aryl methoxy group:
(11) COc1cc(CNCc2ccccc2)cc(Cl)c1OC
(19) COc1ccc2[nH]c(=O)c(CN(Cc3cccnc3)C(=O)Nc3ccccc3)cc2c1
(22) COc1cc(C(=O)OCCC(C)C)cc(OC)c1O
Compound,11,19,22
KLK7 zymogen act,0.4,2.0,0.3
sPLA2-III inh,-5,2,-15
NPR1 activator,-2,-3,1
GAA850 FXN act,1.2,-6.4,1.4
rCAG RNA binder,-4,-6,-4
ARFGAP1 inh,-6,6,-8
ADAM10 inh,1,-292,0
Tn6 DDE FP,-3,0,3
ASAP1 GAP inh,-7,6,4
NPR2 activator,-3,-1,0

Next part:
(31) CCOc1cc(NC(=O)c2ccccc2OC)c(OCC)cc1NC(=O)c1ccccc1
(32) O=C(c1ccccc1)N1N=C(c2ccccc2)CC1(O)C(F)(F)F (stereo not drawn)
(33) CCN(CC(=O)NCc1ccc(Cl)cc1)S(=O)(=O)c1ccc(NC(C)=O)cc1
(34) O=C(NC1CCCCN(Cc2cccc(Cl)c2)C1=O)c1cccc([N+](=O)[O-])c1 (stereo not drawn)
(35) O=C(CCNC(=O)c1ccc(Cl)cc1)Nc1ncccc1O
(36) CC1CC(C)CN(S(=O)(=O)c2ccc3c(c2)n(C)c(=O)c(=O)n3C)C1 (stereo not drawn)
(37) Cc1cccc(C)c1OCC(O)CN(Cc1ccccc1O)C1CCCCC1 (stereo not drawn)
(38) Cc1ccc(OCc2cc(C(=O)N(C)CCn3ccnc3C)no2)cc1C
(39) COc1ccc(CN(C)C(=O)c2ccc(NS(=O)(=O)c3ccc4[nH]c(=O)[nH]c4c3)cc2)c(OC)c1
(40) CCOc1ccc(-c2nc(N)ncc2-c2ccc(OC)cc2)c(O)c1
Compound,31,32,33,34,35,36,37,38,39,40
KLK7 zymogen act,0.4,-0.4,-0.5,-0.2,0.0,0.4,0.3,-0.7,-0.2,-0.5
sPLA2-III inh,9,-3,-9,-1,-4,2,1,-7,-16,-15
NPR1 activator,-9,-2,2,-3,1,-4,-6,2,-3,-3
GAA850 FXN act,-0.1,-0.8,3.2,.,3.4,-0.1,-3.8,0.7,1.2,1.1
rCAG RNA binder,-2,3,2,0,-1,2,-5,-4,10,2
ARFGAP1 inh,2,8,11,.,4,-2,-10,1,17,2
ADAM10 inh,3,5,1,3,-26,4,12,-5,3,-2
Tn6 DDE FP,6,-8,-3,-3,-1,12,0,-2,1,1
ASAP1 GAP inh,9,7,-7,.,2,9,-8,6,3,-17
NPR2 activator,-5,11,1,-4,2,-3,-10,2,6,-2

(41) CC(C)(C)NC(=O)COC(=O)CCC(=O)c1ccc(Cl)cc1
(42) CCOC(=O)N/N=C\c1ccccc1OC/C=C/c1ccccc1
(43) CSc1ncccc1C(=O)OCC(=O)c1[nH]c(C)c(C(C)=O)c1C
(44) COc1ccc(CN2C(=O)CCC2(C)c2nnnn2-c2ccc3c(c2)OCCO3)cc1 (stereo not drawn)
(45) O=C(CSc1nc2[nH]ncc2c(=O)n1-c1ccccc1)c1ccc2c(c1)OCCO2
(46) CCOC(=O)C(C)(C)Oc1cccc2c1S(=O)(=O)c1ccccc1-2
(47) CCn1c(CC(=O)Nc2ccc(F)cc2)nnc1SCC(=O)NC1CCCC1
(48) COc1ccc(NC(=O)[C@@H]2[C@@H]3C(=O)N(C4CCCCC4)C(=O)[C@@H]3C3c4ccccc4C=CN32)cc1 (stereo partly drawn)
(49) COC(=O)N/N=C/c1sc(N2CCCCC2)nc1-c1cccs1
(50) CCOC(=O)C1=NN(c2ccc(Cl)cc2)C(=O)C1
(51) CC(C)(C)c1ccc(C(=O)Nc2cccc(-n3cnnn3)c2)cc1
Compound,41,42,43,44,45,46,47,48,49,50,51
KLK7 zymogen act,-0.2,0.7,-0.3,-0.1,0.3,-0.6,-0.2,0.1,0.5,-6.4,0.1
sPLA2-III inh,4,-12,4,4,-23,0,-3,-6,1,0,-11
NPR1 activator,4,-4,3,0,3,-1,-8,-4,-1,0,-3
GAA850 FXN act,0.2,3.6,2.5,.,2.2,1.6,0.2,-0.6,-0.6,5.8,3.6
rCAG RNA binder,-4,-1,5,0,3,-3,-1,16,-2,-1,2
ARFGAP1 inh,-5,-1,-7,6,3,-10,-3,3,11,9,0
ADAM10 inh,4,-10,-17,-7,9,-10,11,5,-15,-33,2
Tn6 DDE FP,2,-2,-6,1,-4,0,-3,0,-11,-5,-11
ASAP1 GAP inh,-2,-1,-6,10,1,6,-7,5,-1,11,3
NPR2 activator,0,-5,-3,1,7,7,-4,1,1,4,-1

Gathered by group, the compounds so far containing a thiophene ring, fused or not
(29) Cc1cccc2sc(NC(=O)CCNS(=O)(=O)c3cccs3)nc12
(49) COC(=O)N/N=C/c1sc(N2CCCCC2)nc1-c1cccs1
Compound,29,49
KLK7 zymogen act,0.1,0.5
sPLA2-III inh,-29,1
NPR1 activator,-8,-1
GAA850 FXN act,-1.1,-0.6
rCAG RNA binder,6,-2
ARFGAP1 inh,9,11
ADAM10 inh,-7,-15
Tn6 DDE FP,6,-11
ASAP1 GAP inh,20,-1
NPR2 activator,-10,1

Bioassay records (PubChem BioAssay)

This is a random part of the collection. Share with any hit: about 4.5%.
